# HePTP inh – inhibitors of human HePTP phosphatase, primary screen, biochemical, absorbance, leukemia target; Tyrosine-protein phosphatase non-receptor type 7 (Homo sapiens), P35236; hit rate 0.64% among 110,000; recombinant HePTP phosphatase activity, OD absorbance; inhibition, % at 20 µM; in the data active = inhibition above about 50%;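 note: plate controls were vehicle for no effect and reference inhibitor for full effect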
# Target sequence (P35236 whole entry, looked up): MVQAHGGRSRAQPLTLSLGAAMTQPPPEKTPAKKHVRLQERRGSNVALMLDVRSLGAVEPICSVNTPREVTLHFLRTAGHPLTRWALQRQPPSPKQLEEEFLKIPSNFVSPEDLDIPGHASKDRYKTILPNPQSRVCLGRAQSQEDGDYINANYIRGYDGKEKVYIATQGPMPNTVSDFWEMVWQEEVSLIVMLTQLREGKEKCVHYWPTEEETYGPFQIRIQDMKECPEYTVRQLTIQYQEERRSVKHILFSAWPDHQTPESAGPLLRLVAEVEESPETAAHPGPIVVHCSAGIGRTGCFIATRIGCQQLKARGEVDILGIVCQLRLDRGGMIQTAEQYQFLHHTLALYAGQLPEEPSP
# BAP1 inh – inhibitors of BAP1 deubiquitinase, primary screen, biochemical, Ub-AMC fluorescence, kinetic. Ubiquitin carboxyl-terminal hydrolase BAP1 (Homo sapiens), Q92560. recombinant BAP1, Ub-AMC hydrolysis fluorescence kinetic; active compounds read low. activity remaining (% of control), % at 20 µM. hit rate 0.48% among 72,000. AID 436, 2006;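 active = activity remaining at or below 50% of control, provided the compound also passes the data quality filters; inactive = the rest, including low values that fail the filters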;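 note: 100% = DMSO wells rate and 0% = substrate alone blank rate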
# Target sequence (Q92560 whole entry, looked up): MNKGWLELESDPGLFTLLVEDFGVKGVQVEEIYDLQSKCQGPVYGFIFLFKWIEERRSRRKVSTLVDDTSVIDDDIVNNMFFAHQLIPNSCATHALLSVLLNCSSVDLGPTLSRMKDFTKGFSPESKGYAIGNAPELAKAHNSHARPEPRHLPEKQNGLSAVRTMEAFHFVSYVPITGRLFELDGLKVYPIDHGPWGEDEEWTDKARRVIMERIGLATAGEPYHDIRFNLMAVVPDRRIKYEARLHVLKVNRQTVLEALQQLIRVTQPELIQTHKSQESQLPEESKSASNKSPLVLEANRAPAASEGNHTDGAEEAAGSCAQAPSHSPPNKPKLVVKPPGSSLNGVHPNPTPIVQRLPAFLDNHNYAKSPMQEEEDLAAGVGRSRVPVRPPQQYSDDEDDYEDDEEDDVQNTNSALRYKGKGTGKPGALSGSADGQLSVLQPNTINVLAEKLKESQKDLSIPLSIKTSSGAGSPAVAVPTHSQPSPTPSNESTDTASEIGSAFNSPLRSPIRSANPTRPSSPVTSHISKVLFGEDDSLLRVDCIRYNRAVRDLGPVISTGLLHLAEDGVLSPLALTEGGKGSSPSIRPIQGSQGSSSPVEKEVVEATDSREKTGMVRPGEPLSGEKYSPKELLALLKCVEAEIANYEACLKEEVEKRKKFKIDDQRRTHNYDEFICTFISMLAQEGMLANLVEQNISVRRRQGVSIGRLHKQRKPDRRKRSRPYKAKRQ
# Starred values were filed as active, the others as inactive; · = not tested or not shown; & = joins results of further samples.
# Start of the listing, in advance (3 entries):
SMILES,HePTP inh,BAP1 inh
COc1ccc(C(=O)Nn2c(SCC(=O)NCC3CCCO3)nc3ccccc3c2=O)cc1 (centres undefined),9,59
CN(Cc1cccs1)c1ncnc2sccc12,2,127
CN1C(=O)CS/C1=N/S(=O)(=O)c1ccc([N+](=O)[O-])cc1,7,·

# All compounds of this part, from the first entry:
SMILES,HePTP inh,BAP1 inh
COc1ccc(C(=O)Nn2c(SCC(=O)NCC3CCCO3)nc3ccccc3c2=O)cc1 (centres undefined),9,59
CN(Cc1cccs1)c1ncnc2sccc12,2,127
CN1C(=O)CS/C1=N/S(=O)(=O)c1ccc([N+](=O)[O-])cc1,7,·
O=C1CC(N=CN2CCOCC2)=NN1c1ccccc1,-2,·
O=S(=O)(c1ccc(-c2nnc(SCc3nnc(-c4ccccc4)o3)o2)cc1)N1CCCC1,-3,48*
Cn1nnnc1SCC(=O)Nc1ccccc1N1CCCCC1,5,92
CCOc1ccc(NC(=O)CSc2nc3ccccc3c(=O)n2-c2ccccc2)cc1,6,·
CSc1nnc2n(-c3ccccc3)c(=O)c3c4c(sc3n12)CCC4,0,97
Cc1cccc(CS(=O)(=O)Cc2ccc(C(=O)NCC3CCCO3)o2)c1 (centres undefined),0,87
CCOC(=O)c1ccc([N+](=O)[O-])o1,·,68
CC(C)CNC(=O)c1cccc(NC(=O)Cc2ccc(Cl)cc2)c1,7,·
COCCSc1nnc(NC(=O)C2CCCCC2)s1,7,105
Cc1c(S(=O)(=O)Nc2cccc(Cl)c2)c(=O)n(C)c(=O)n1C,0,91
N#Cc1cnc2sc3ccccc3n2c1=N,6,·
CN1C(=O)C2C=CC1C1C(=O)N(c3ccccc3)C(=O)C21 (centres undefined),10,95
O=C1c2ccccc2C(=O)N1c1ccc2nc(SCc3ccccc3)sc2c1,-3,·
O=C(c1nn2c(c1Cl)NC(c1ccc(F)cc1)CC2C(F)(F)F)N1CCN(Cc2ccccc2)CC1 (centres undefined),9,·
CCOC(=O)c1[nH]c(CSc2nnc(-c3ccncc3)n2CCOC)c(C(=O)OCC)c1C,12,94
Cc1ccc(-c2nc3c(C)cccn3c2NC(=O)c2ccccc2)cc1,4,·
Cc1ccccc1-n1nc2c(c1NC(=O)c1c(-c3ccccc3Cl)noc1C)CSC2,2,77
Cc1ccc(Cn2nnc3c(=O)n(Cc4ccccc4C)cnc32)cc1,9,90
O=C(NCc1ccccn1)c1ccc(Cn2cc(Br)cn2)o1,4,87
CC1=NOC2(C1)N(C)c1ccccc1C2(C)C (centres undefined),0,·
COc1ccc(NC(=O)CSc2nnc(Cc3cccn3C)n2CCc2ccccc2)c(OC)c1,3,93
Cc1nn(-c2ccccc2)c(C)c1C(=O)OCC(=O)N1CCN(S(=O)(=O)c2ccccc2)CC1,1,122
CCCC(=O)Nc1nnc(Cc2ccccc2)s1,5,86
CCC(C)(C)n1nnnc1C(c1ccc(OC)c(OC)c1)N1CCN(c2cccc(OC)c2)CC1 (centres undefined),7,97
Cc1ccc(-n2nc(-c3ccco3)cc2C(=O)NCc2cccnc2)cc1,-3,95
O=C(Nc1nccs1)C1COc2ccccc2O1 (centres undefined),-2,61
Cc1ccc(-c2ccc(C(=O)Nc3cccnc3)o2)cc1Cl,8,·
O=C(NCC(c1cccs1)N1CCOCC1)c1cc2ccccc2o1 (centres undefined),-7,·
CCCCN(CCCC)S(=O)(=O)c1ccc2oc(C(=O)N3CCOCC3)c(C)c2c1,1,102
Cc1sc2ncn(-c3ccc(I)cc3)c(=O)c2c1C,·,69
O=C(NC1CCCCC1)N(Cc1ccccc1)Cc1ccco1,7&-2,97
CCn1c(NCc2ccccn2)nc2c1c(=O)n(C)c(=O)n2C,3,94
Nc1nc(N2C(=O)C3CC=CCC3C2=O)nn1-c1ccccc1 (centres undefined),-3,71
Cn1c(CSc2nc3ccccc3s2)nc2ccccc21,-8,74
Cc1ccc(Cn2nnc3c(=O)[nH]c(C4CCCN(C(=O)Nc5ccc(F)cc5)C4)nc32)cc1 (centres undefined),-1,·
Nc1ccc2nc(N)sc2c1,·,123
Cc1ccc(N/C(N)=N/c2nc(C(F)(F)F)cc(=O)[nH]2)cc1,5,·
CCOc1ccc(C(=O)Nc2c3c(nn2-c2ccc([N+](=O)[O-])cc2)CSC3)cc1,·,115
O=C(CN(Cc1cccs1)C(=O)CNC(=O)c1ccco1)NC1CCCCC1,6,102
COc1ccc(CNCc2ccccc2Cl)cc1OC,6,·
Cc1ccc(S(=O)(=O)NC(CC(=O)O)c2ccccc2)cc1 (centres undefined),4,86&176
COc1cc(NS(=O)(=O)c2ccc(NC(=O)c3ccco3)cc2)nc(OC)n1,7,111
COC(=O)c1ccc(Cl)c(NC(C)=O)c1,-3,82
CCSc1nnc(NC(=O)CSc2nc3c(c(=O)n2CC)SC(C)C3)s1 (centres undefined),-1,89
Cc1c(OCc2ccccc2)c(=O)ccn1Cc1ccccc1,3,93
CCOC(=O)C1=C(C)NC(C)=C(C(=O)OCC)C1c1ccc(OCC(N)=O)cc1,9,·
Cc1ccc(C(=O)Nc2ccc3c4c(cccc24)CC3)cc1[N+](=O)[O-],3,·
COC(=O)c1ccc(C2/C(=C(/O)c3ccc(OC)cc3)C(=O)C(=O)N2c2cc(C)on2)cc1 (centres undefined),-2,112
CN(C)CCCNC(=O)c1cc(Cl)ccc1Cl,-17,·
CCCCCn1c(NC2CCCCC2)nc2c1c(=O)[nH]c(=O)n2C,0,92
O=C(CSc1nnc(CNC(=O)c2ccco2)o1)c1ccccc1,3,104
O=C1c2ccccc2C(=O)N1c1nc(-c2cccs2)cs1,10,65
N#C/C(=C/c1cccc2ccccc12)c1ccc([N+](=O)[O-])cc1,-2,·
O=C(CCSc1ccccc1)Nc1ccc(S(=O)(=O)N2CCOCC2)cc1,-11,116
O=C(C1CCN(c2ccc(N3CCOCC3)nn2)CC1)N1CCc2ccccc2C1,10,55
CCCCn1c(=S)[nH]c2ccccc21,-8,·
CCOc1ccc(OCC)c(NC(=O)CSc2nc3c(c(=O)n(C)c(=O)n3C)n2C)c1,3,96
# New compounds follow
SMILES,HePTP inh,BAP1 inh
CCOc1ccc(S(=O)(=O)Nc2ccc3c(c2)OCO3)c2cccnc12,8,85
Cn1c(=O)c2cc(S(=O)(=O)NC(Cc3ccccc3)C(=O)NCc3ccco3)ccc2n(C)c1=O (centres undefined),-1,95
CCCc1[nH]nc2c1C(c1ccc(OC)c(CSC3=NCCS3)c1)C(C#N)=C(N)O2 (centres undefined),4,69
CC(=O)N1CCN(S(=O)(=O)c2ccc(C)cc2)C1C(C)C (centres undefined),7,94
CC(C)CCN(C)C1CCN(C(=O)Nc2c(F)cccc2F)CC1,-7,96
O=C(C1=C(O)C(=O)N(Cc2ccccc2)C1c1ccncc1)c1ccco1 (centres undefined),-3,71
O=C(NC1CCCC1)C1c2ccccc2C(=O)N1C1CCCCC1 (centres undefined),4,97
CCCN(CCC)C(=O)c1ccc(C(=O)c2cc(OC)ccc2OC)cc1,-7,·
Cc1ccc(C(C)C)c(OCC(O)CN2CC(C)OC(C)C2)c1 (centres undefined),9,93
CC1CCN(c2ccccc2N)CC1,6,99
CC1(C)Cc2c(sc(NC(=O)c3ccco3)c2C#N)CO1,8,83
CCc1nc2c(cnn2-c2ccc(Cl)cc2)c(=O)n1-c1ccc2c(c1)OCCO2,5,90
Cc1ccc(-c2csc3ncnc(Sc4nnc(CN5CCCCCC5=O)o4)c23)cc1,7,124
O=C(O)CCNc1ncnc2ccc(Br)cc12,·,182
Cc1ccc(C)c(C(=O)CSc2n[nH]c(-c3ccccc3)n2)c1,3,·
CCCCOC(=O)c1ccc(NC(=O)c2cnccn2)cc1,3,87
CCOC(=O)c1c(C)[nH]c(N=Nc2ccccc2C)c1C,7,·
COc1cccc(C(=O)N2CCN(Cc3ccc(Cl)cc3)CC2)c1,3,·
C(=N\N1CCN(Cc2cccc3ccccc23)CC1)/c1ccccn1,-15,·
S=c1[nH]c2ccccc2n1CCOc1ccccc1,-26,·

# A different layout for seven compounds above:
# Order of results – HePTP inh | BAP1 inh
> Nc1ccc2nc(N)sc2c1
  · | 123
> Cc1ccc(N/C(N)=N/c2nc(C(F)(F)F)cc(=O)[nH]2)cc1
  5 | ·
> CCOc1ccc(C(=O)Nc2c3c(nn2-c2ccc([N+](=O)[O-])cc2)CSC3)cc1
  · | 115
> O=C(CN(Cc1cccs1)C(=O)CNC(=O)c1ccco1)NC1CCCCC1
  6 | 102
> COc1ccc(CNCc2ccccc2Cl)cc1OC
  6 | ·
> Cc1ccc(S(=O)(=O)NC(CC(=O)O)c2ccccc2)cc1 (centres undefined)
  4 | 86&176
> COc1cc(NS(=O)(=O)c2ccc(NC(=O)c3ccco3)cc2)nc(OC)n1
  7 | 111

# Rewritten with values under each structure: part of the list above.
# Below each compound – HePTP inh, BAP1 inh
O=S(=O)(c1ccc(-c2nnc(SCc3nnc(-c4ccccc4)o3)o2)cc1)N1CCCC1
→ -3, 48*
Cn1nnnc1SCC(=O)Nc1ccccc1N1CCCCC1
→ 5, 92

# Going on with the list.
SMILES,HePTP inh,BAP1 inh
CCCNS(=O)(=O)c1ccc2c(c1)CCCN2C(C)=O,4,95
CC(C)Sc1nc2c(c(=O)n(C)c(=O)n2C)n1Cc1ccc(Cl)cc1,4,95
CC(=O)N1C(=O)/C(=C\C(=O)c2ccc([N+](=O)[O-])cc2)c2ccccc21,4,·
C=CCc1cccc(/C=N/NC(=O)c2cc(C(C)(C)C)[nH]n2)c1O,5,·
CSc1nnc(-c2ccco2)n1-c1ccccc1,6&8,97
Brc1ccccc1OCCCCCCN1CCCCC1,-5,·
CS(=O)(=O)N(CC(=O)Nc1ccccc1Cl)c1ccc(Cl)cc1,6,·
Cc1c(C(=O)O)cnc2cc(-c3ccc(Cl)cc3)nn12,10,89
COc1ccc([N+](=O)[O-])cc1NC(=O)/C=C/c1ccccc1,-6,·
CC(=O)c1cc2c(=O)c3ccccc3oc2nc1C,5,115
Cc1cccc(C(=O)Oc2ccc(/C=C3/SC(=S)N(c4ccccc4)C3=O)cc2)c1,1,·
Cc1c(/C(O)=C2\C(=O)C(=O)N(CCCN(C)C)C2c2ccccc2)cnn1-c1ccccc1 (centres undefined),6,118
C=CCSC1=C(C#N)C(c2ccccc2)CC(=O)N1 (centres undefined),-4,104
O=C1NC(=O)/C(=C\c2ccc(OCc3ccc(F)cc3)cc2)N1,1,·
N[C@@H](C(=O)N[C@@H]1C(=O)N2C(C(=O)O)=C(Cl)CS[C@H]12)c1ccccc1,6,109
Cc1ccc(C)c(CN2C(=O)C3(OCCCO3)c3ccccc32)c1,-3,87
CCS(=O)(=O)n1nc(-c2ccccc2)cc1N,8,106
O=C(Nc1nc(-c2ccccc2)c(C(=O)c2ccccc2)s1)c1cccc([N+](=O)[O-])c1,·,72
O=C(NC(=S)Nc1ccc2oc(-c3cc(I)ccc3Cl)nc2c1)c1ccco1,-2,·
Cc1c(NC(=O)OCCSc2nc(N(C)C)nc(N(C)C)n2)sc(=S)n1C,5,·

# One compound at a time, as listed above:
# `O=C(NC(=S)Nc1ccc2oc(-c3cc(I)ccc3Cl)nc2c1)c1ccco1` in the list: HePTP inh = -2; BAP1 inh = ·
# `CCS(=O)(=O)n1nc(-c2ccccc2)cc1N` in the list: HePTP inh = 8; BAP1 inh = 106

# Following part:
SMILES,HePTP inh,BAP1 inh
COC(=O)C1CCN(C(=O)CSc2nnc(-c3ccncc3)o2)CC1,-4,92
CCOc1cccc(OCCOCCN2CCCC2)c1,14,93
N#Cc1nc(-c2ccc(OCc3ccccc3)cc2)oc1NCCCn1ccnc1,5,372
COCCN(CCOC)S(=O)(=O)c1ccc(C(=O)Nc2nc(-c3ccncc3)cs2)cc1,-4,98
CCN(CC)c1ccc(/C=C2\SC(=S)NC2=O)c(OC)c1,-19,·
O=C(COc1ccc2cc(-c3nc4ccccc4s3)c(=O)oc2c1)OCc1ccccc1,6,·
CCOc1ccc2nc(SC)nc(C)c2c1,-7,·
OC(COc1ccc(Cl)c2ccccc12)CN1CCN(c2ccccn2)CC1 (centres undefined),7,·
COc1ccccc1-c1coc2cc(OC(=O)c3c(C)cc(C)cc3C)ccc2c1=O,7,·
CCN(CC)c1ccc(NC(=O)c2cnc3ccccn3c2=O)c(C)c1,4,86
COc1cc(C(=O)N2c3ccccc3-c3c(ssc3=S)C2(C)C)cc(OC)c1OC,-2,·
COc1ccc(Cl)cc1NC(=O)C1=C(C)NC(=O)NC1c1ccc(Br)cc1 (centres undefined),3,·
CC(C)(C)c1ccc(S(=O)(=O)N2CCN(CCC#N)CC2)cc1,9,92
O=C1NC(=S)N(C(=O)c2ccc(F)cc2)/C1=C/c1ccc(Br)cc1,5,·
CC(C)NC(=O)CN1CCC(O)(c2ccccc2)CC1,6,91
CCOC(=O)c1[nH]c(C)c(C(=O)c2cc(F)ccc2F)c1C,4,87
CN(C)CCNC(=O)C(C(=O)c1ccc(F)cc1)n1ccccc1=O (centres undefined),-3,89
Cc1cccc(-n2c(SCC(=O)c3ccccc3)nc3ccccc3c2=O)c1,3,·
O=C(O)c1ccccc1S(=O)(=O)c1ccccc1CO,3,97
COc1cc2c(cc1NC(=O)c1c(-c3c(Cl)cccc3Cl)noc1C)oc1ccccc12,6,·
CCCCn1c(=O)n(C)c(=O)c2c(C(F)(F)F)cc(-c3ccncc3)nc21,-1,92
COc1cc(C(=O)N/C(N)=N/c2nc3ccccc3o2)cc(OC)c1OC,6,·
[O-][n+]1cc(O)c(Br)c2ccccc21,-18,·
Cc1cc(C(C)(C)C)ccc1OC(=O)Nc1ccccc1,-18,·
O=C(c1cccs1)N(C(=O)c1cccs1)c1ccccn1,-5,94
COc1cccc(NC(=O)N2CCN(c3cccc(C)c3C)CC2)c1,-4,·
CCCCOC(=O)C1=C(C)NC2=C(C(=O)CC(C)(C)C2)C1c1ccc(OC)c(OC)c1OC (centres undefined),·,447
COC(=O)c1ccc(/C=C2\SC(=S)N(c3cccc(C(F)(F)F)c3)C2=O)cc1,0,·
Cc1ccc(C(O)c2nccn2C)o1 (centres undefined),9,131

# Screens deposited in PubChem by several laboratories.
